High-throughput results (PubChem)
ERa SRC1 inh = blocks coactivator binding to human estrogen receptor alpha. P03372. TR-FRET ER-alpha LBD / SRC-1 peptide, estradiol-bound. inhibition, % at 25.6 µM. 86,000 tested, 1.7% active; in the data active means inhibition above about 50%;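 further: 0% = receptor plus peptide control and 100% = peptide only without receptor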
HUVEC prolif 384 = blocks proliferation of human endothelial cells. viability, % at 10 µM (by protocol). 86,000 tested, 1.1% active. HUVEC proliferation, CellTiter-Glo luminescence, 72 h; stronger effect = lower value. AID 648;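 active means viability at or below 30%; inactive means viability above 30%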;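 further: 100% = median luminescence of DMSO-only cell control wells on each plate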
Lung fibro prol = blocks proliferation of human lung fibroblasts | 85,000 tested, 1.1% active | LL 47 human lung fibroblast viability, ATP luminescence; stronger effect = lower value | viability, % at 10 µM;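 active means viability at or below 50% in the single dose screen; inactive means viability above 50%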;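 further: compound exposure lasted 72 h before the ATP readout; 100% = median luminescence of untreated cell-only wells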
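Test system: LL 47 human lung fibroblasts; Quantity: 1,150 cells/well; Buffer or medium: IMEM plus 15% FBS; Dosing: tenfold compound dosing solution, DMSO at 0.1%; Timing: overnight cell rest, 72 h compound treatment at 37 °C; Detection: ATP-based CellTiter-Glo luminescent readout; Read-out basis: viability percentage against median untreated-cell control; Controls: cell-only wells, no compound.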
sEH activator = activators of human soluble epoxide hydrolase. purified human sEH enzymatic activity, activator screen. 91,000 tested, 0.04% active. activation, % at 2 µM. AID 717. P34913; in the data active means activation above about 37%; further: values of inactives mirror those of a sister screen read the other way
ERa SRC1 pot = enhances coactivator binding to human estrogen receptor alpha; P03372; TR-FRET ERalpha-LBD/SRC-Cy5 coactivator binding, 2 h; 100 = basal binding, no effect; coactivator binding (% of control), % at 25.6 µM; 86,000 tested, 1.3% active; AID 639; in the data active means activity above about 200%;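 further: binding measured in presence of low estradiol as agonist stimulus; 0% = peptide alone without receptor and 100% = receptor with peptide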
ERb coact inh = ER-beta (human) coactivator binding inhibition. inhibition, % at 25.6 µM. Q92731. 86,000 tested, 1.3% active. TR-FRET ER-beta LBD / SRC1-Cy5 peptide binding; receptor agonist-loaded with 1 µM estradiol. AID 633;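 active means compounds whose percent inhibition of the receptor-coactivator binding signal exceeds about 50% in the single-dose screen, limit read from the data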;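 further: 0% = receptor plus peptide wells without compound and 100% = peptide-only wells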
Target sequence (Q92731 whole entry, looked up, the tested form may be a part): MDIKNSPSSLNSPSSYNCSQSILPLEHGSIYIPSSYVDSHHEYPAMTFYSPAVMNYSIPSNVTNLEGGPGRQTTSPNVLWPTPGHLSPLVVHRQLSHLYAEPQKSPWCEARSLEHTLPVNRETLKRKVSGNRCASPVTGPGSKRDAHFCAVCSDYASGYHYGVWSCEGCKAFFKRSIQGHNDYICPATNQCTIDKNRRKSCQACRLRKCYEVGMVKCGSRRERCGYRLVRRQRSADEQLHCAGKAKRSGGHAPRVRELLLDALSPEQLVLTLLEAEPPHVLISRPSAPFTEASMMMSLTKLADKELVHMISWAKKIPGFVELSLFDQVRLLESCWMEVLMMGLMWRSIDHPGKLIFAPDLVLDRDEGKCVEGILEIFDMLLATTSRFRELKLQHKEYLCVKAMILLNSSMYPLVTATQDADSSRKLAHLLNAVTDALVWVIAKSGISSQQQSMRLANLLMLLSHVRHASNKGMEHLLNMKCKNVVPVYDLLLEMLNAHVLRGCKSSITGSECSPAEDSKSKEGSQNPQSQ
Smad3 inh = Smad3 (human) transcription factor binding inhibition. TR-FRET Smad3/Dy647-FoxH1 peptide binding, europium anti-His. inhibition, % at 25 µM. 88,000 tested, 0.29% active;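 active means compounds that reduce the energy-transfer binding signal between the protein and its labelled peptide by more than half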;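 further: 0% = Smad3 plus labelled peptide maximal FRET and 100% = peptide-only background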
Target sequence (P84022 whole entry, looked up): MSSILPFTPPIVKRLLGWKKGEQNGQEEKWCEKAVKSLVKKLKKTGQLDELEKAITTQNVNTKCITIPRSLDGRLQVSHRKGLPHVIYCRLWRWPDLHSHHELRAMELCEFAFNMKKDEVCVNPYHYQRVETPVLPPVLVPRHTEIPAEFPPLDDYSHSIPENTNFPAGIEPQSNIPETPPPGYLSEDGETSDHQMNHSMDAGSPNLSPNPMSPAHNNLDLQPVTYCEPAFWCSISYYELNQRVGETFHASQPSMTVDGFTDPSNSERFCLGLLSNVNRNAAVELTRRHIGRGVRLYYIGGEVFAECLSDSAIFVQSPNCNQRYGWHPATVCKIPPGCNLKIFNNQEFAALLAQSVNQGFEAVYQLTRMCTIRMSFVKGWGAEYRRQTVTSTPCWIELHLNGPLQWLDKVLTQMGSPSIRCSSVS
H69AR growth 86K = blocks growth of human H69AR lung tumor cells | H69AR lung tumor viability, ATP luminescence, 72 h; stronger effect = lower value | viability, % at 10 µM | 85,000 tested, 6% active | AID 598;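 active means viability at or below 40%; inactive means viability above 40%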;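 further: multidrug resistant small cell line overexpressing MRP-1 efflux transporter; 100% = mean luminescence of untreated control wells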
Calb biofilm kill = kills Candida albicans biofilms. C. albicans biofilm + clotrimazole, Alamar Blue. inhibition, % at 6 µM. 85,000 tested, 0.14% active;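 active means inhibition above 20%; inactive means inhibition below 20%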;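 further: preformed 24 hr biofilms exposed to compound for 48 hr; 0% = biofilm without compound and 100% = blank killed by clotrimazole plus chlorhexidine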
* hit, by the source's call; [ ] = another dose, or the depositor's remark.

What do the screens show for `O=C(CSc1ncn[nH]1)NCCc1ccccc1`?
ERa SRC1 inh: -0.5; HUVEC prolif 384: 96.6; Lung fibro prol: 97.9; sEH activator: 7.5; ERa SRC1 pot: 100.1; ERb coact inh: 6.6; Smad3 inh: 4.7; H69AR growth 86K: 89.6; Calb biofilm kill: 6.5

What do the screens show for `Nc1nc2n(n1)C(c1cccs1)CC(c1ccc(Br)cc1)N2` (stereo not drawn)?
ERa SRC1 inh: -2.6; HUVEC prolif 384: 102.2; Lung fibro prol: 109.5; sEH activator: -3.7; ERa SRC1 pot: 114.9; ERb coact inh: -3.7; Smad3 inh: 0.6; H69AR growth 86K: 106.6; Calb biofilm kill: 0.1

How did Cc1cc(/C=N\O)c(C)n1-c1ccncc1 do in these assays?
ERa SRC1 inh: -6.4; HUVEC prolif 384: 92.7; Lung fibro prol: 99.4; sEH activator: -1.3; ERa SRC1 pot: 112.2; ERb coact inh: 0.2; Smad3 inh: -6.6; H69AR growth 86K: 75.8; Calb biofilm kill: -6.4

What do the screens show for `CSc1ccccc1NC(=O)CN(C)S(=O)(=O)c1ccc(F)cc1`?
ERa SRC1 inh: 5.3[fluorescence artefact?]; HUVEC prolif 384: 101.0; Lung fibro prol: 100.0; sEH activator: 3.8; ERa SRC1 pot: 117.5; ERb coact inh: 4.4[fluorescence artefact?]; Smad3 inh: -7.1; H69AR growth 86K: 96.5; Calb biofilm kill: 1.1

Results for CCCN(C#N)c1nc(NCC)nc(NC(C)C)n1 ?
ERa SRC1 inh: 5.3[fluorescence artefact?]; HUVEC prolif 384: 103.4; Lung fibro prol: 98.2; sEH activator: -13.1; ERa SRC1 pot: 130.0; ERb coact inh: -1.7; Smad3 inh: 10.7; H69AR growth 86K: 79.1; Calb biofilm kill: 9.1

How did CCOC(=O)C1=C(C)NC2=C(C(=O)CCC2)C1c1ccc(N(C)C)cc1 (stereo not drawn) do in these assays?
ERa SRC1 inh: 0.0[fluorescence artefact?]; HUVEC prolif 384: 104.1; Lung fibro prol: 104.6; sEH activator: 16.3; ERa SRC1 pot: 109.8; ERb coact inh: 0.8[fluorescence artefact?]; Smad3 inh: 9.5; H69AR growth 86K: 100.2; Calb biofilm kill: -1.5

What do the screens show for `Cn1c2ccccc2c2nnc(SCN3C(=O)c4ccccc4C3=O)nc21`?
ERa SRC1 inh: 9.7; HUVEC prolif 384: 89.3; Lung fibro prol: 103.7; ERa SRC1 pot: 108.1[fluorescence artefact?]; ERb coact inh: -7.1; Smad3 inh: -9.4; H69AR growth 86K: 92.9; Calb biofilm kill: -0.1

What do the screens show for `COc1ccccc1N1CCN(S(=O)(=O)c2cccc(F)c2)CC1`?
ERa SRC1 inh: 6.5; HUVEC prolif 384: 96.5; Lung fibro prol: 101.4; sEH activator: -4.2; ERa SRC1 pot: 94.3; ERb coact inh: 6.5; Smad3 inh: -1.3; H69AR growth 86K: 93.6; Calb biofilm kill: 5.3

How did Cc1nn2c(c1-c1ccccc1)NC1=C(C(=O)CCC1)C2c1cccnc1 (stereo not drawn) do in these assays?
ERa SRC1 inh: -4.6; HUVEC prolif 384: 110.5; Lung fibro prol: 96.5; ERa SRC1 pot: 109.4; ERb coact inh: -1.9; Smad3 inh: 3.5; H69AR growth 86K: 86.6; Calb biofilm kill: 7.1

What do the screens show for `Cc1cccc(NC(=O)c2ccccc2C(=O)O)c1`?
ERa SRC1 inh: 9.0; HUVEC prolif 384: 93.0; Lung fibro prol: 105.6; sEH activator: -17.4; ERa SRC1 pot: 106.9[fluorescence artefact?]; ERb coact inh: 3.0[fluorescence artefact?]; Smad3 inh: 1.4; H69AR growth 86K: 98.5; Calb biofilm kill: 6.9

How did Cc1cc(NC(=O)CCC(=O)N(C2CC2)C2(C(=O)NC3CCCC3)CCC(C)CC2)no1 (stereo not drawn) do in these assays?
ERa SRC1 inh: -5.3; HUVEC prolif 384: 99.7; Lung fibro prol: 99.7; sEH activator: 8.7; ERa SRC1 pot: 125.1[fluorescence artefact?]; ERb coact inh: -0.5; Smad3 inh: 9.8[fluorescence artefact?]; H69AR growth 86K: 95.7; Calb biofilm kill: 4.3

How did CCOC(=O)N1CCN(C(=O)c2ccc3c(=O)n(CCC4=CCCCC4)c(=O)[nH]c3c2)CC1 do in these assays?
ERa SRC1 inh: -5.8; HUVEC prolif 384: 85.1; Lung fibro prol: 88.8; sEH activator: -21.8; ERa SRC1 pot: 111.6; ERb coact inh: -4.9; Smad3 inh: 9.3; H69AR growth 86K: 39.0*; Calb biofilm kill: 6.1

How did Cc1ccc(CS(=O)(=O)CCC(=O)NCC2CCCO2)cc1 (stereo not drawn) do in these assays?
ERa SRC1 inh: 3.8; HUVEC prolif 384: 91.6; Lung fibro prol: 99.4; sEH activator: -6.7; ERa SRC1 pot: 126.1; ERb coact inh: -7.4; Smad3 inh: 1.7; H69AR growth 86K: 86.1; Calb biofilm kill: 7.5

What do the screens show for `CCOCc1nnc(NC(=O)CSc2ccccc2)s1`?
ERa SRC1 inh: -1.8; HUVEC prolif 384: 87.0; Lung fibro prol: 109.1; sEH activator: -0.4; ERa SRC1 pot: 91.4; ERb coact inh: -0.3; Smad3 inh: 1.1; H69AR growth 86K: 85.6; Calb biofilm kill: 11.3

Results for CCOC(=O)CNC(=O)CSc1nc(C)cc(C)c1C#N ?
ERa SRC1 inh: 12.9; HUVEC prolif 384: 107.1; Lung fibro prol: 106.7; sEH activator: -0.1; ERa SRC1 pot: 111.6; ERb coact inh: 7.4[fluorescence artefact?]; Smad3 inh: 2.1; H69AR growth 86K: 99.3; Calb biofilm kill: 2.0

Results for CN(C)C(=O)c1ccc(COc2ccccc2Br)o1 ?
ERa SRC1 inh: -5.7; HUVEC prolif 384: 95.3; Lung fibro prol: 99.1; sEH activator: -3.9; ERa SRC1 pot: 125.0; ERb coact inh: -4.8; Smad3 inh: -4.6; H69AR growth 86K: 93.4; Calb biofilm kill: 5.8

How did O=C(c1ccccc1)N1CCCCC(Sc2nnnn2-c2ccccc2)C1=O (stereo not drawn) do in these assays?
ERa SRC1 inh: -6.6; HUVEC prolif 384: 88.9; Lung fibro prol: 108.0; sEH activator: 3.8; ERa SRC1 pot: 107.5; ERb coact inh: -8.7[fluorescence artefact?]; Smad3 inh: -3.7; H69AR growth 86K: 91.5; Calb biofilm kill: 3.0

What do the screens show for `O=c1cc(-c2ccccc2)nc2nc(-c3ccco3)[nH]n12`?
ERa SRC1 inh: 7.2; HUVEC prolif 384: 95.7; Lung fibro prol: 100.3; sEH activator: 5.8; ERa SRC1 pot: 87.6; ERb coact inh: 12.9; Smad3 inh: 6.0[fluorescence artefact?]; H69AR growth 86K: 95.7; Calb biofilm kill: 3.9

Results for COc1ccc(CCn2c(=N)c(C(=O)NCc3ccco3)cc3c(=O)n4ccccc4nc32)cc1OC ?
ERa SRC1 inh: 35.3; HUVEC prolif 384: 67.7; ERa SRC1 pot: 67.2[fluorescence artefact?]; ERb coact inh: 33.6; Smad3 inh: 16.3; H69AR growth 86K: 60.3; Calb biofilm kill: 6.5

What do the screens show for `COc1ccc(N2CCN(Cc3nc4c(c(=O)n(C)c(=O)n4C)n3Cc3cccc(C)c3)CC2)cc1`?
ERa SRC1 inh: -0.9; HUVEC prolif 384: 105.5; Lung fibro prol: 102.3; ERa SRC1 pot: 97.7; ERb coact inh: -22.2; Smad3 inh: 4.4; H69AR growth 86K: 71.1; Calb biofilm kill: 5.4

Results for CC(C)N(C(=O)CSc1nc2c([nH]1)c(=O)n(C)c(=O)n2C)c1ccccc1 ?
ERa SRC1 inh: -7.6; HUVEC prolif 384: 83.2; Lung fibro prol: 103.5; sEH activator: -2.1; ERa SRC1 pot: 95.2; ERb coact inh: -4.2; Smad3 inh: -1.4; H69AR growth 86K: 90.7; Calb biofilm kill: 2.9

Results for COc1ccc(-c2n[nH]c(=S)n2CC(C)C)cc1 ?
ERa SRC1 inh: -13.3; HUVEC prolif 384: 105.0; Lung fibro prol: 103.6; sEH activator: -7.1; ERa SRC1 pot: 74.6; ERb coact inh: -7.3; Smad3 inh: 12.0; H69AR growth 86K: 93.8; Calb biofilm kill: -1.9

Results for CSCCOC(=O)c1[nH]c2c(c1C)C(=O)CC(c1ccco1)C2 (stereo not drawn) ?
ERa SRC1 inh: 55.8*; HUVEC prolif 384: 50.0; Lung fibro prol: 55.0; ERa SRC1 pot: 121.4[fluorescence artefact?]; ERb coact inh: 50.2*; Smad3 inh: 10.9[fluorescence artefact?]; H69AR growth 86K: 36.6*; Calb biofilm kill: 4.1

How did Cc1ccc(C(=O)c2c[nH]cc2-c2ccccc2)cc1 do in these assays?
ERa SRC1 inh: -10.3; HUVEC prolif 384: 97.4; Lung fibro prol: 94.9; sEH activator: -5.8; ERa SRC1 pot: 101.6[fluorescence artefact?]; ERb coact inh: -7.8; Smad3 inh: -2.9; H69AR growth 86K: 90.7; Calb biofilm kill: 1.1

How did COc1ccc(N(CC(=O)N2CCc3ccccc3C2)S(=O)(=O)c2c(C)[nH]c(=O)[nH]c2=O)cc1 do in these assays?
ERa SRC1 inh: -1.0; HUVEC prolif 384: 96.7; Lung fibro prol: 103.5; sEH activator: 10.5; ERa SRC1 pot: 119.2; ERb coact inh: -2.5; Smad3 inh: 12.2; H69AR growth 86K: 102.7; Calb biofilm kill: 12.9

How did Cc1cc(C)c(OCC(=O)Nc2ccc3c(c2)OCO3)cc1C do in these assays?
ERa SRC1 inh: -5.0; HUVEC prolif 384: 95.5; Lung fibro prol: 99.5; sEH activator: -18.9; ERa SRC1 pot: 132.2; ERb coact inh: 2.0; Smad3 inh: 3.7; H69AR growth 86K: 83.7; Calb biofilm kill: -5.3

What do the screens show for `Cc1nc2c(cnn2-c2ccc(Cl)cc2)c(=O)n1-c1ccc(N2CCC(C)CC2)cc1`?
ERa SRC1 inh: -3.6; HUVEC prolif 384: 110.4; Lung fibro prol: 100.8; sEH activator: 14.6; ERa SRC1 pot: 126.0; ERb coact inh: -1.9; Smad3 inh: -1.5; H69AR growth 86K: 101.0; Calb biofilm kill: 2.6

How did O=C(CN(C(=O)CNS(=O)(=O)c1ccccc1)C1CCCC1)NCC1CCCO1 (stereo not drawn) do in these assays?
ERa SRC1 inh: -9.4; HUVEC prolif 384: 95.0; Lung fibro prol: 98.2; sEH activator: -7.3; ERa SRC1 pot: 106.2; ERb coact inh: -12.2; Smad3 inh: -8.4; H69AR growth 86K: 79.1; Calb biofilm kill: 4.8

How did c1csc(CNc2nc3ccccc3n2CCN2CCOCC2)c1 do in these assays?
ERa SRC1 inh: -2.9; HUVEC prolif 384: 95.1; Lung fibro prol: 93.1; sEH activator: 17.3; ERa SRC1 pot: 119.8[fluorescence artefact?]; ERb coact inh: -0.8; Smad3 inh: 15.8; H69AR growth 86K: 74.8; Calb biofilm kill: 13.6

What do the screens show for `CC1CCCN(Cc2nc3c(c(=O)n(C)c(=O)n3C)n2CCCc2ccccc2)C1` (stereo not drawn)?
ERa SRC1 inh: -5.1; HUVEC prolif 384: 102.8; Lung fibro prol: 102.4; sEH activator: -13.4; ERa SRC1 pot: 128.4; ERb coact inh: 2.9; Smad3 inh: 1.8; H69AR growth 86K: 98.3; Calb biofilm kill: 6.2

A portion of the library, so the mix of outcomes need not match the whole.
